bovine MsrA act – bovine MsrA enzyme activators, primary screen, biochemical, absorbance, HTS. purified bovine MsrA, absorbance read-out. Methionine sulfoxide reductase A (Bos taurus). AID 602163, 2012. 0.3% of 360,000 active. activation, % at 10.6 µM; in the data active means activation above about 7.5%;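 further: 0% = vehicle and 100% = reference activator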
TbMetRS inhib – T. brucei MetRS inhibitors, primary screen, biochemical, luminescence | methionyl-tRNA synthetase (Trypanosoma brucei brucei) | purified T. brucei MetRS, ATP depletion, Kinase-Glo luminescence | 0.4% of 360,000 active | inhibition, % at 11.9 µM;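 active means inhibition above a per-plate cutoff of the control wells' mean inhibition plus 3 SD, cut at about 5.5% in these data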;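 further: 0% = DMSO wells median and 100% = median of wells with control inhibitor compound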
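Material: T. brucei methionyl-tRNA synthetase, purified; reagent: substrates ATP, L-methionine and bulk Escherichia coli tRNA; dosing: 11.9 µM single point; timing: 15 min plus 2 h at 25 °C; detection: luminescence of leftover ATP; evaluation: % inhibition; control set: DMSO-only wells as low control; replicates: singlicate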
NRP1-CendR mod – modulators of CendR peptide binding to NRP-1, primary screen, biochemical, fluorescence polarization, uHTS; Neuropilin-1 (Homo sapiens), O14786; FAM-RPARPAR peptide binding to NRP-1; inhibition, % at 25 µM; 0.85% of 360,000 active;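 active means inhibition or corrected inhibition above about 18%, plus a signal ratio from 0.5 to 1.5, limit read from the data, passing the limit was not always enough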; further: strong numbers were not always called active
eLon inh – inhibitors of E. coli Lon protease, primary screen, biochemical, fluorescence polarization; purified E. coli Lon protease; inhibition, % at 7.94 µM; 0.42% of 360,000 active; in the data active means inhibition above about 13%, passing the limit was not always enough;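 further: 0% = enzyme with probe and DMSO and 100% = no enzyme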
MT1-MMP act inh – blockers of MT1-MMP proenzyme processing, primary screen, HT1080 RFP-PRO-GFP cells, GFP/RFP fluorescence; Matrix metalloproteinase-14 (Homo sapiens), P50281; GFP/RFP ratio fluorescence, overnight; percent of plate control window, DMSO zero; GFP/RFP ratio change, % at 20 µM; 0.061% of 360,000 active;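 active means GFP/RFP ratio change of at least 30% with cell ATP level not reduced by more than half and red fluorescence within 50% of control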; further: strong numbers were not always called active
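Read-out: GFP/RFP fluorescence ratio; Test system: RFP-PRO-GFP reporter HT1080 cells; Compound dosing: single-point 20 µM compound, 1% DMSO; Times: overnight compound exposure at 37 °C.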
MsrA inhibitor – bovine MsrA enzyme inhibitors, primary screen, biochemical, absorbance, HTS; Methionine sulfoxide reductase A (Bos taurus); purified bovine MsrA, absorbance read-out; inhibition, % at 15.5 µM; 0.75% of 360,000 active; AID 651718, 2012; in the data active means inhibition above about 4.5%;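 further: 0% = vehicle wells with enzyme and 100% = reference inhibitor wells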
SKN-1 block – suppressors of acrylamide-induced Pgst-4::GFP reporter in worms, primary screen, SKN-1 inhibitor project, whole organism, uHTS, GFP/RFP fluorescence ratio, strain VP596 | C. elegans VP596 Pgst-4::GFP/RFP ratio, 24 h | inhibition, % at 21.8 µM | 0.49% of 360,000 active | AID 624304, 2012;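 active means interference check ratio from 0.5 to 1.5 plus GFP to RFP signal ratio inhibition reaching or exceeding a fixed threshold, cut at about 30% in these data, passing the limit was not always enough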; further: some compounds called inactive have numbers as strong as hits
FAS-TE inh – FAS thioesterase domain inhibitors, primary screen, biochemical, fluorescence intensity, uHTS; Fatty acid synthase (Homo sapiens), P49327; recombinant FAS-TE, OMFH fluorogenic substrate, fluorescence endpoint; inhibition, % at 15 µM; 0.67% of 360,000 active;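 active means compounds whose normalised, plate-corrected inhibition of enzyme fluorescence in the single-dose primary screen is 50% or more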;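 further: 0% = DMSO with enzyme and 100% = substrate without enzyme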
MLLE-PAM2 inh – inhibitors of PABP1 MLLE–PAM2 peptide binding, primary screen, biochemical, fluorescence polarization, FITC-PAM2, GST-MLLE; Polyadenylate-binding protein 1 (Homo sapiens), P11940; inhibition, % at 20 µM; 0.36% of 360,000 active; AID 588489, 2011; in the data active means inhibition above about 35%, passing the limit was not always enough;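 further: plate controls were DMSO wells with GST-MLLE for no effect and wells lacking GST-MLLE protein for full effect; some results filed as inactive read as strong as hits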
Target sequence (P11940 whole entry, looked up): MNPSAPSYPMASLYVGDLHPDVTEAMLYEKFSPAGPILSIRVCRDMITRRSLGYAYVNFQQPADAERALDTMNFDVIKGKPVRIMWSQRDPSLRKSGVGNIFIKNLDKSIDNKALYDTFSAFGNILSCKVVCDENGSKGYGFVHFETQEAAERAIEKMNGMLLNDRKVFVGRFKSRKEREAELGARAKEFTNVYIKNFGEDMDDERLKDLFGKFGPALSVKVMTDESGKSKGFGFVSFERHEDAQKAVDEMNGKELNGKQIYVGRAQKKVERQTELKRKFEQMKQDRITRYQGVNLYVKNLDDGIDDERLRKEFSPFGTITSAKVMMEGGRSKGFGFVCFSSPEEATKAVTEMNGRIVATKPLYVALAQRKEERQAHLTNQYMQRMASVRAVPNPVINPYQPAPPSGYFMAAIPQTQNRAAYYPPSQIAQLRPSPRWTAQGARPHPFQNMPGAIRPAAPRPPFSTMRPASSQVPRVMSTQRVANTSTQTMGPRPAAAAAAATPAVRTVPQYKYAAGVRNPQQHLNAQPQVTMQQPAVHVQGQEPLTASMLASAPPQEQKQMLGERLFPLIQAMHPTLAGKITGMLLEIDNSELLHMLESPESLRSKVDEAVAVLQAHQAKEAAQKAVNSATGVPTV
* = called active by the depositor; . = no result given.

Each structure is followed by: bovine MsrA act	TbMetRS inhib	NRP1-CendR mod	eLon inh	MT1-MMP act inh	MsrA inhibitor	SKN-1 block	FAS-TE inh	MLLE-PAM2 inh
CCN(CC)CCNC(=O)C(C)c1nn(C)c(=O)c2ccccc12 (stereo not drawn)
 : 0	-0.8	5	-3	0	0.5	22	-1	4
Cn1c(=O)[nH]c(=O)c2c1nc(NC1CCCC1)n2Cc1ccccc1
 : -4	-0.4	-14	1	3	-0.6	3	-6	3
O=C(NCCCN1CCCCC1)c1ccc2c(c1)NC(=O)C(N1CCCCC1)S2 (stereo not drawn)
 : -5	-1.0	6	-5	2	-0.8	1	-9	9
O=C(O)Cn1cnc2ccccc2c1=O
 : -2	-0.7	-2	-1	0	0.2	2	-9	6
CCOc1ccc(S(=O)(=O)NCC(=O)OCc2nnc(-c3ccccc3)o2)cc1
 : -2	-0.1	0	-7	-1	0.6	-6	-5	0
O=C(CSc1nc(=O)n2ccccc2n1)NCCc1ccccc1
 : -9	-0.4	7	1	4	1.0	-24	-8	12
COc1ccc(CN2CC[C@H]3C=CCc4cccc(c43)C2)cc1
 : -2	-0.1	-8	-3	-7	-0.3	19	0	6
COc1ccc(C(CNC(=O)c2cccc(NS(=O)(=O)c3ccccc3)c2)N2CCCC2)cc1 (stereo not drawn)
 : -3	0.0	-2	-4	0	-0.6	-14	-1	-6
CCc1nc2c(OCc3ccccc3C)cccn2c1N(C)C(=O)C(C)C
 : -6	0.4	3	-2	0	0.7	15	-7	6
O=C(NC1CC1)c1cccc2c1C(=O)c1ccc(N3CCC(N4CCCCC4)CC3)cc1S2(=O)=O
 : -2	-0.4	-109	-35	-27	-0.5	8	-20	-37
CCN(CC)C(=O)c1cnn(-c2ccccc2)c1NC(=O)c1cccc(F)c1
 : -5	-1.7	15	-5	0	-0.2	-15	-5	1
Cc1ccc(S(=O)(=O)Nc2ccc3ncccc3c2[N+](=O)[O-])cc1
 : -1	-0.2	-10	-1	3	2.0	0	0	1
O=c1c2cccnc2[nH]c(=S)n1Cc1ccccc1
 : -5	0.2	2	10	2	2.5	-1	-3	-124
Cc1ccc(C(=O)COC(=O)CNC(=O)c2cccs2)cc1
 : -5	-0.3	13	-3	3	-0.9	10	-7	6
O=C(NCc1ccncc1)c1cccc(S(=O)(=O)N2CCc3ccccc32)c1
 : -4	-0.4	-8	-13	-7	-1.1	-1	-1	4
COc1ccc(CCNC(=O)c2c(-c3ccccc3Cl)noc2C)cc1
 : -2	-0.6	6	1	0	-1.1	-1	-2	-10
COC(=O)[C@]1(CC(C)C)N[C@H](c2ccc(-c3ccc4c(c3)OCO4)cc2)[C@@H]2C(=O)N(C)C(=O)[C@@H]21
 : -1	-0.1	2	22	-1	-0.1	11	31	1
Nc1ccc2c(c1)C(=O)N(c1cccc3ccccc13)C2=O
 : -2	-0.1	5	4	-5	-0.2	-2	2	6
CC(C)NC(=S)N/N=C/c1cccs1
 : -5	-0.4	-8	1	4	4.5	3	-1	19
O=C(Cc1cccs1)N1CCN=C1SCc1ccc(Br)cc1
 : -2	-0.7	-10	-2	6	0.9	-4	18	-10
CCc1c(C#N)c(SCc2c(C)noc2C)nc2c1C(=O)CC(C)(C)C2
 : -3	0.1	-2	16	-7	-0.6	12	23	10
Cc1noc(C)c1C(=O)N1CC(C)OC(C)C1 (stereo not drawn)
 : -4	-0.4	11	-2	0	-0.7	-13	-11	2
O=S(=O)(c1ccccc1)N(CC(O)CN1CCOCC1)c1ccccc1 (stereo not drawn)
 : -2	-0.3	9	-7	3	0.7	6	-6	20
COC(=O)c1cc(C(=O)NCCC(C)C)cc([N+](=O)[O-])c1
 : -3	-0.3	-4	-3	0	-0.1	12	40	12
COc1cc(/C=C2\C(=N)N3N=CSC3=NC2=O)ccc1OS(=O)(=O)c1ccccc1
 : 0	0.1	-51	-19	-2	1.5	10	-2	10
CCN(CC)C1CCN(Cc2c(C(=O)N3CCCCCCC3)nc3ccc(Cl)cn23)C1 (stereo not drawn)
 : -4	-0.4	-10	-2	-4	-1.0	19	-1	22
O=C(/C=C/c1cccc([N+](=O)[O-])c1)Nc1cccc(NC(=O)c2cccs2)c1
 : -4	-0.2	-9	13	8	1.6	9	34	-1
CC1(C(=O)NS(=O)(=O)c2ccc(F)cc2F)CCN1C(=O)c1ccc(C2CCCCC2)cc1 (stereo not drawn)
 : -3	0.1	7	-10	0	-1.1	0	-3	-20
CC(C)(C)OC(=O)NCCCC[C@H](NC(=O)c1nc[nH]c1C(=O)NC1CCN(C(=O)OC(C)(C)C)CC1)C(=O)OC(C)(C)C
 : 1	-0.4	25	-11	-9	-1.4	1	84*	-7
CC(C)C[C@@H](CN)NC(=O)c1nc[nH]c1C(=O)N[C@@H](Cc1ccccc1)C(=O)CNC[C@H](C)NC(=O)c1nc[nH]c1C(=O)N[C@@H](CC(=O)O)C(=O)O
 : -3	0.6	7	4	3	0.0	1	-9	5
O=C(CSc1ncccn1)NC(=O)NCc1ccccc1
 : 1	0.1	2	6	3	1.0	-9	0	-4
O=[N+]([O-])c1ccc(/C=C/c2nc3ccc([N+](=O)[O-])cc3[nH]2)cc1
 : -5	1.6	-1	9	1	1.0	-5	50	0
O=C(Nc1cc2c(cc1Br)OCCCO2)c1ccccc1
 : -2	-0.3	-1	-3	5	-0.1	13	-2	5
Cc1ccc(-c2c(C#N)c(N)n(-c3ccc(C)cc3)c(=O)c2C#N)cc1
 : -6	-1.2	7	-6	2	4.3	-13	-4	-4
NC(=O)CC(NC(=O)c1cccc(Br)c1)c1ccc(N2CCN(c3ccccn3)CC2)c([N+](=O)[O-])c1 (stereo not drawn)
 : -3	-0.2	10	2	0	-0.6	20	-4	-3
Cc1cc(N2CCN(c3ccccc3)CC2)nc2ccccc12
 : -5	-0.9	-3	3	-2	0.8	-2	26	-4
O=S(=O)(NCc1cccnc1)c1ccc(Br)s1
 : -2	-0.6	8	-14	-5	-1.0	-1	-3	-1
CC(C)Cn1c(SCC(=O)Nc2ccc3[nH]c(=O)[nH]c3c2)nc2ccccc2c1=O
 : -3	-0.4	-13	2	-6	0.3	25	2	-25
C=CCOc1ccc(C2N3CC4(CC)CN2CC(CC)(C3)C4=O)cc1 (stereo not drawn)
 : 2	-0.2	16	5	3	-0.3	4	0	-3
C=CCN1C(=NC(=O)CCCC(=O)O)SC2CS(=O)(=O)CC21 (stereo not drawn)
 : 6	0.0	0	-1	-2	-1.3	6	-7	9
CC(C)CNC(=S)NNC(=O)c1ccc(OC(F)F)cc1
 : -3	-0.3	-12	-4	3	1.6	6	-4	-15
O=C(CCC1CCCN(C(=O)c2cncs2)C1)NCc1ccc(F)c(F)c1 (stereo not drawn)
 : -7	-1.4	1	1	-1	2.2	6	-4	-7
CC(=O)c1coc2c1cc(O)c1ccccc12
 : -1	-0.1	5	-12	7	0.6	2	-4	1
CCOC(=O)c1c(NC(=O)c2ccco2)sc(C(=O)N2CCCC2)c1C
 : -5	0.1	6	-6	1	1.6	-4	5	-4
CC(=O)N1CCc2cc(S(=O)(=O)CCC(=O)NCc3ccc(F)cc3)ccc21
 : -6	-0.6	7	6	-4	2.0	-9	-4	-16
O=[N+]([O-])c1cccc(/C=N/Nc2cc(N3CCOCC3)ncn2)c1
 : -1	1.8	8	-14	-7	0.9	-5	5	-5
CCCCNC(=O)NC1CCCC1
 : -5	-0.4	-7	-8	4	0.5	21	-10	-12
Cc1ccc(C(=O)Oc2ccc([N+](=O)[O-])cc2)cc1S(=O)(=O)N1CCCCCC1
 : -3	-0.6	-9	-5	-9	0.8	1	41	20
O=C1CCCc2c1nc(-c1ccccc1)n2O
 : -1	-0.5	4	1	3	.	10	-9	1
COC(=O)c1cc2ccsc2n1CC(=O)Nc1cc(C)cc(C)c1
 : -4	-0.1	11	1	-3	-1.0	-1	-1	-17
Cn1c(=O)[nH]c(=O)c2c1nc(OC(=O)c1ccccc1)n2CC(O)COc1ccc(F)cc1 (stereo not drawn)
 : -13	-1.4	-6	-13	-2	-0.6	4	0	-20
COc1cccc(-c2nnc(SCC(=O)N(C(C)C)C(C)C)o2)c1
 : -1	-0.1	-3	0	0	-0.3	2	1	-7
COc1ccc(C2CC(c3ccccc3)=NN2S(=O)(=O)c2ccccc2)c(OC)c1 (stereo not drawn)
 : 0	-0.4	-26	-1	-6	-1.3	5	34	-13
O=C(/C=C/c1cccs1)c1cc(Cl)ccc1O
 : -3	0.4	-1	-4	-9	1.2	11	1	16
Cn1c(CCCOc2ccc(Cl)cc2Cl)nnc1SCC(=O)Nc1cccc(F)c1
 : -2	6.8*	-2	-15	7	-1.1	3	6	-27
Cc1cccc(COC[C@H](Cc2ccccc2)N2CCN(C(=O)c3cccc(C)c3)CCC2=O)c1
 : 3	-0.8	0	-8	1	-0.6	2	12	.
O=C(NC1CCCC1)C(c1ccncc1)N(C(=O)c1csnn1)c1ccc(F)c(Cl)c1 (stereo not drawn)
 : -2	-0.7	7	4	2	0.6	-15	-4	4
CCCC(=O)Nc1nnc(SCC(=O)Nc2ccc(OCC)cc2)s1
 : -1	0.1	-6	10	1	0.3	21	-2	7
COC(=O)[C@@H](Cc1ccccc1)NC(=O)CC[C@H]1O[C@@H](n2cc(C)c(=O)[nH]c2=O)C[C@@H]1O
 : -3	-1.1	2	-3	0	0.5	-3	-12	-3
Clc1ccc(OCCN2CCCCC2)cc1Cl
 : -2	0.0	2	-21	0	-0.7	8	-8	1
COc1ccc(-c2noc(-c3ccc(Cl)cc3[N+](=O)[O-])n2)cc1OC
 : -3	-0.5	-6	7	4	0.5	-1	12	0
O=S(CC(O)c1ccccc1)c1ccccc1 (stereo not drawn)
 : -3	0.0	-10	-16	-5	0.2	6	-2	24
COc1ccc(C(CNC(=O)C(=O)Nc2ccc3c(c2)OCO3)N2CCN(C)CC2)cc1 (stereo not drawn)
 : 0	-0.2	-13	-8	-7	0.8	8	-3	4
